Screening results from PubChem.
NPY2 pot ag: human NPY-Y2 potentiation or agonism, primary screen; P49146; hit rate 0.45% among 220,000; cells expressing NPY-Y2, potentiator/agonist read-out; activation, % at 3.6 µM; in the data active = activation above about 27%;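 note: cells stimulated with NPY near EC25 plus isoproterenol at EC100; 0% = vehicle plus submaximal agonist and 100% = vehicle plus saturating agonist; some results beyond the cut were filed as inactive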
NPY Y1 blocker: blocks the human neuropeptide Y Y1 receptor | inhibition, % at 3.6 µM | hit rate 1% among 200,000 | HEK293-CNG Y1 cells, membrane potential fluorescence; NPY at EC95, then isoproterenol | P25929;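 active = inhibition above the campaign mean inhibition of all tested compounds plus 3 SD, cut at about 20% in these data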;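 note: 0% = DMSO wells given NPY plus isoproterenol and 100% = isoproterenol alone without NPY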
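Benchmarks – high control isoproterenol alone, low control NPY with isoproterenol · Material – HEK293 Y1/CNG channel cell line · Times – dye 3 h, compound 60 min room temperature, stimulation 45 min · Probe or stimulus – NPY (25 nM), isoproterenol (1 µM), Ro 20-1724 (25 µM) · Evaluation – % inhibition of NPY effect · Signal – fluorescence, membrane potential probe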
RBBP9 inh: inhibitors of human serine hydrolase RBBP9. AID 1515. hit rate 0.2% among 220,000. recombinant RBBP9, FP-Rh probe fluorescence polarization. inhibition, % at 7.94 µM;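 active = inhibition above the campaign mean of all tested compounds plus 3 SD, cut at about 14% in these data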;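 note: plate controls were DMSO wells with RBBP9 for no effect and wells lacking RBBP9 protein for full effect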
Target sequence (O75884 whole entry, looked up): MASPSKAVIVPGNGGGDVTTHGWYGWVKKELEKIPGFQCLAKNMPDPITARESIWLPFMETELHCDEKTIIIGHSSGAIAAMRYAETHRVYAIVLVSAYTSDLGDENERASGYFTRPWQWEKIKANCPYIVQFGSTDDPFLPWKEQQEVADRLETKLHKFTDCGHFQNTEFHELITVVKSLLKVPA
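Controls: DMSO-treated enzyme wells and wells lacking RBBP9 | Material: RBBP9 protein | Technique: Fluorescence polarization | Replication: Single well per compound, no replicates | Buffer or medium: Tris-NaCl-Pluronic buffer, pH 8.0 | Timing: 30 min compound preincubation, 45 min probe labeling, 25 °C | Read-out basis: Percent inhibition from mP, scaled between DMSO and no-protein wells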
Hck Nef HTS: inhibitors of human Hck kinase activated by Nef; hit rate 0.68% among 220,000; inhibition, % at 20 µM; Recombinant Hck-YEEI plus Nef, Z-Lyte FRET kinase assay;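 active = Hck-Nef kinase inhibition above about 50%, limit read from the data; inactive = inhibition below that limit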;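 note: 0% = DMSO with Hck plus Nef and 100% = Hck alone without Nef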
NPY-Y1 PAM-ag: potentiates or activates human NPY-Y1 receptor; P25929; NPY-Y1 expressing cells, potentiator/agonist activation; activation, % at 3.6 µM; hit rate 0.37% among 220,000; AID 1304; in the data active = activation above about 33%, passing the limit was not always enough;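 note: cells stimulated with NPY at EC10 then isoproterenol at EC100; 0% = low agonist plus stimulus and 100% = saturating agonist plus stimulus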
p97 ATPase inh: blocks human p97 ATPase activity; P55072; recombinant p97 ATPase, Kinase-Glo ATP luminescence, 3 h; inhibition, % at 8 µM; hit rate 0.42% among 220,000; in the data active = inhibition above about 15%;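 note: 0% = DMSO vehicle and 100% = wells lacking enzyme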
Target sequence (P55072 whole entry, looked up): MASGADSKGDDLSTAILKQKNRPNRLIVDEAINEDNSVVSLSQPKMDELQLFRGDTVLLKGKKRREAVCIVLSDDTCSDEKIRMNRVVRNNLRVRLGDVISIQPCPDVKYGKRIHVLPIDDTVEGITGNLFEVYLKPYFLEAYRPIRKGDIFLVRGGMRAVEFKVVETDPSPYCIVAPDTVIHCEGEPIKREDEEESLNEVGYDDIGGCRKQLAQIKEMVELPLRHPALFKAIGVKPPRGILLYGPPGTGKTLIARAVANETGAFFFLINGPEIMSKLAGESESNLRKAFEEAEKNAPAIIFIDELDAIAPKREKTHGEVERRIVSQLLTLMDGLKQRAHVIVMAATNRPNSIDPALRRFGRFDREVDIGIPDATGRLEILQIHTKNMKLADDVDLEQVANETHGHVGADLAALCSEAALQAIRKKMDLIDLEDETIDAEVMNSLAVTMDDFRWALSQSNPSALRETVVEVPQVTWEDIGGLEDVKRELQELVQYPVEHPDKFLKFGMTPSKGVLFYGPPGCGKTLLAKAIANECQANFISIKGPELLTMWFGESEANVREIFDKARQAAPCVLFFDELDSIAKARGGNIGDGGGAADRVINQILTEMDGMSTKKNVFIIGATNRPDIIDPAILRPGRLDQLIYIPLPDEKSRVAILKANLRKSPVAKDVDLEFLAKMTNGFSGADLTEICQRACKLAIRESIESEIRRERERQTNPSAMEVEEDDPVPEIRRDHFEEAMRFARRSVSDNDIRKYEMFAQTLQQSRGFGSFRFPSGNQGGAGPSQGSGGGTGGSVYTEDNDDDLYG
MDM2 E3 inh: Mdm2 E3 ligase (human) inhibition; Q00987; cell-based MDM2 ubiquitination luciferase reporter, 2 h; 0 = plate control, 100 = twice control, blank-subtracted; signal enhancement, % at 5 µM; hit rate 0.11% among 210,000;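 active = signal enhancement of 30% or more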;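 note: luminescence tracks abundance of the self-degrading MDM2-luciferase fusion protein; higher signal means inhibition of MDM2 E3 ligase activity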
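Assay system: mammalian cells stably expressing self-ubiquitinating, self-degrading MDM2 E3–luciferase fusion. Quantity: 2000 cells in each well. Medium: DMEM culture medium. Compound dosing: single-point 5 µM. Timing: cell settling 4 h, compound treatment 2 h, both 37 °C. Technique: luciferase luminescence. Read-out basis: percent signal gain over controls, blank-subtracted. Benchmarks: plate controls and plate blanks.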
Runt-SMMHC FRET: blocks binding of human RUNX1 Runt domain to CBFb-SMMHC; Q01196+Q13951; Cerulean-Runt/Venus-CBFb-SMMHC FRET ratio 530/480, 1 h; inhibition, % at 20 µM; hit rate 0.74% among 220,000;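 active = mean inhibition across duplicate retests at 20 µM reaching about 50%, limit read from the data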;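 note: 0% = DMSO wells and 100% = wells with excess untagged CBFb-SMMHC; inhibitors lower the FRET ratio by blocking Runt binding to CBFb-SMMHC; some results filed as inactive read as strong as hits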
Runt-CBFb FRET: blocks binding of human RUNX1 Runt domain to CBFb; Q01196+Q13951; Cerulean-Runt/Venus-CBFb FRET ratio 530/480, 1 h; inhibition, % at 20 µM; hit rate 0.46% among 220,000; AID 1496;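 active = inhibition over about 50% at 20 µM in the single-dose screen, limit read from the data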;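 note: 0% = DMSO wells and 100% = excess unlabeled CBFb competitor control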
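Buffer or medium: Tris pH 7.5 buffer with BSA. Assay system: Cerulean-labeled Runt domain protein. Amount: each fluorescent fusion protein 100 nM. Read-out basis: loss of energy transfer signal. Incubation: 1 h compound exposure, room temperature. Probe or stimulus: Venus-CBFb binding partner, 100 nM. Detection: FRET, excitation 422 nm, emission at 530 and 480 nm.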
Numbers without * were called inactive; · = no result given; + = active, no number; & = joins results of further samples; ! = not confirmed by another sample.

SMILES	NPY2 pot ag	NPY Y1 blocker	RBBP9 inh	Hck Nef HTS	NPY-Y1 PAM-ag	p97 ATPase inh	MDM2 E3 inh	Runt-SMMHC FRET	Runt-CBFb FRET
COc1ccc(Br)cc1S(=O)(=O)NCc1ccccc1	4	0	-10	0	5	-4	1	0	0
O=C(Nc1ccc2c(c1)OCO2)C1CCN(C(=O)CSc2ncnc3ccccc23)CC1	16	-3	-3	10	15	3	·	-2	-2
O=C(NCC1CCCO1)c1ccc(Br)o1 (configuration not stated)	0	3	-5	-11	4	0	-6	2	0
COc1cc(/C=C2/C(=O)NN(c3ccc(Cl)cc3)C2=O)ccc1OC(=O)c1ccco1	5	10	-3	4	-8	8	-7	14	11
CCCS(=O)(=O)N1CCC(C(=O)NCCc2ccccc2)CC1	10	-1	-4	-1	0	-5	-6	1	-1
O=C(Nc1nnc(SCc2c(Cl)cccc2Cl)s1)c1cccc([N+](=O)[O-])c1	-3	·	-4	18	3	-2	·	0	0
CC1CCN(C(=O)CN2C(=O)c3ccccc3S2(=O)=O)CC1	-2	-1	-1	0	7	2	20	-2	0
Cc1c(Cl)cccc1NC(=O)c1ccc(OCC(=O)NCc2ccccc2)cc1	4	-2	-8	-1	20	6	-5	2	-4
CC(NC(=S)NCCCN1CCOCC1)C12CC3CC(CC(C3)C1)C2 (configuration not stated)	-23	-1	3	20	9	-3	-4	1	0
CCN1CCN(CCNC(=O)CS(=O)(=O)Cc2nc(-c3ccc(C)cc3)oc2C)CC1	4	0	-4	3	-3	-2	-12	0	-2
O=C(NC(=S)NC1CCSC1=O)c1ccccc1 (configuration not stated)	0	-2	-6	3	-12	5	-1	-2	1
COc1cc(/C=N/n2nnnc2N)cc(OC)c1OC	2	·	3	-3	7	7	-15	2	0
Cc1onc(-c2ccccc2)c1C(=O)N1CCOCC1	-6	-4	1	0	-2	6	-25	-1	-2
Cc1ccc(NC(=O)CN2C(=O)C3C4C=CC(C4)C3C2=O)cc1 (configuration not stated)	-11	4	-6	1	-10	2	4	0	2
CCN(CC)c1ccc2c(C)c(CO)c(=O)oc2c1	-2	2	-4	+	10	-3	-12	86*	21
O=C(COC(=O)Cc1ccsc1)Nc1ccccc1	11	-2	-1	11	13	6	7	-1	0
CCCn1c(N2CCN(C(=O)Nc3ccc(Cl)cc3)CC2)nc2ccccc21	-6	-3	-1	20	-16	1	4	0	1
Cc1cnc(C(=O)OCC(=O)Nc2ccc(C)c(S(=O)(=O)N(C)C)c2)cn1	-1	·	2	11	-3	-1	·	0	-2
CCSc1nnc(NC(=O)C2CCCN(S(=O)(=O)c3cnc[nH]3)C2)s1 (configuration not stated)	0	6	-2	22	9	2	-14	0	64*
O=c1cc(CSc2ccc(Cl)cc2)nc2nc[nH]n12	-3	8	-3	-4	-8	2	-14	1	-1

Grouped by structure: those above containing bromine
SMILES	NPY2 pot ag	NPY Y1 blocker	RBBP9 inh	Hck Nef HTS	NPY-Y1 PAM-ag	p97 ATPase inh	MDM2 E3 inh	Runt-SMMHC FRET	Runt-CBFb FRET
COc1ccc(Br)cc1S(=O)(=O)NCc1ccccc1	4	0	-10	0	5	-4	1	0	0
O=C(NCC1CCCO1)c1ccc(Br)o1 (configuration not stated)	0	3	-5	-11	4	0	-6	2	0

The list goes on.
SMILES	NPY2 pot ag	NPY Y1 blocker	RBBP9 inh	Hck Nef HTS	NPY-Y1 PAM-ag	p97 ATPase inh	MDM2 E3 inh	Runt-SMMHC FRET	Runt-CBFb FRET
COCCOC(=O)/C(=C\c1cc(C(C)(C)C)c(O)c(C(C)(C)C)c1)C(C)=O	-24	·	-7	-14	7	-4	-6	-2	-4
COC(=O)CCCCC(=O)C1C(=O)CC(C)(C)C(C(=O)OC)C1=O (configuration not stated)	-5	1	0	0	-13	0	-6	0	-1
CC1CCN(S(=O)(=O)c2ccc(C(=O)N3CCN(c4ccccc4F)CC3)cc2)CC1	-2	5	-6	2	8	4	·	3	-4
Cn1c(SC/C=C/c2ccccc2)nnc1-c1ccco1	17	2	-3	2	-14	4	-7	5	9
C=CCn1c(SCC(=O)c2cc(C)n(C)c2C)nnc1-c1ccncc1	1	2	-2	25	-6	-5	-13	-10	3
N#CCCNc1ccc(OCCC#N)cc1	0	0	-11	-1	-12	-6	-17	1	-1
CC(c1ccc(F)cc1)n1cc(C(=O)NCc2ccccn2)nn1 (configuration not stated)	7	6	-6	-6	12	1	2	4	2
CC(C)CCN(CC(=O)NC(C)(C)C)C(=O)C(=O)Nc1ccc2c(c1)OCCO2	4	6	1	18	-4	-1	-15	2	-1
CCOC(=O)c1c(NC(=O)C2C3CCC(O3)C2C(=O)O)sc2c1CCC(CC)C2 (configuration not stated)	-7	-8	-10	-9	36	-5	-88	-2	-4
CCC(CC)c1nc(C#N)c(NC(C)c2ccccc2)o1 (configuration not stated)	12	5	-5	4	28	-3	-2	1	-5
COc1ccc(CCNC(=O)c2cc3c(C)nccc3[nH]c2=O)cc1OC	7	-2	-2	18	8	1	-11	5	0
Cc1c(CC(=O)Nc2ccc(Cl)cc2)sc2ccc(Cl)cc12	-16	·	0	17	-10	2	-4	-1	3
COc1ccc(CC(=O)Nc2cccc(SC)c2)cc1	-19	-3	-11	3	-19	-4	3	-4	-1
CNC(=O)COC(=O)c1ccc(Cl)c(S(N)(=O)=O)c1	-11	·	-6	-3	-15	3	-14	-1	0
CC(C)(C)NC(=O)NC(=O)COC(=O)c1c(F)cccc1Cl	12	-1	0	-16	12	3	-6	-1	-1
O=C(CSCCOc1ccccc1)NCc1ccncc1	5	·	-7	7	5	3	-16	-2	0
Cc1oc2c(CN3CCOCC3)c(O)ccc2c(=O)c1-c1ccccc1	1	1	-3	1	14	-1	-4	2	4
CCCCCc1nc2ccccc2c(=O)n1N	-3	3	-7	-1	-2	0	-4	1	-1
Cc1ccnc(NC(=O)c2ccc3c(c2)S(=O)(=O)c2ccccc2C3=O)c1	8	·	-4	11	9	-4	·	8	3
CCOC(=O)c1nn(-c2ccc(F)cc2)c(-c2ccccc2)c1C(=O)c1ccccc1	-8	6	-4	-3	4	0	-8	-9	-2

An excerpt from above, showing only MDM2 E3 inh and NPY2 pot ag.
Structure | MDM2 E3 inh | NPY2 pot ag
CC1CCN(S(=O)(=O)c2ccc(C(=O)N3CCN(c4ccccc4F)CC3)cc2)CC1 | · | -2
Cn1c(SC/C=C/c2ccccc2)nnc1-c1ccco1 | -7 | 17
C=CCn1c(SCC(=O)c2cc(C)n(C)c2C)nnc1-c1ccncc1 | -13 | 1
N#CCCNc1ccc(OCCC#N)cc1 | -17 | 0

Additional entries:
SMILES	NPY2 pot ag	NPY Y1 blocker	RBBP9 inh	Hck Nef HTS	NPY-Y1 PAM-ag	p97 ATPase inh	MDM2 E3 inh	Runt-SMMHC FRET	Runt-CBFb FRET
CC(C)(C)n1nnnc1C(c1ccc2ncccc2c1)N1CCC(O)CC1 (configuration not stated)	0	4	-4	19	-2	2	-11	1	1
Cc1nonc1C1CCCN1C(=O)c1cc(COc2ccc(F)cc2Cl)on1 (configuration not stated)	3	4	-1	15	-3	-14	-10	-2	-2
CCCCCNC(=O)C1CC(=O)OC12CCCCC2 (configuration not stated)	-9	-2	2	18	6	3	2	0	1
O=C1C=C(N2CCN(C3=CC(=O)CCC3)CC2)CCC1	5	-3	0	-10	-5	-5	7	1	2
CCN1C(=O)/C(=C2/Sc3ccccc3N2CCCS(=O)(=O)O)SC1=S	-3&-11	5&-5	0&-9	5&14	-19&2	16*!	-1&-17	94*	56*!
COc1ccc(N2CCN(C(=O)COc3ccccc3)CC2)cc1	-4	5	-11	2	-12	7	-7	0	-1
N#CC1=C(N)Oc2n[nH]c(-c3cccs3)c2C1c1cccnc1 (configuration not stated)	6	0	0	0	8	-1	-20	0	1

Complete entries, looked up by structure. Screens in order: NPY2 pot ag | NPY Y1 blocker | RBBP9 inh | Hck Nef HTS | NPY-Y1 PAM-ag | p97 ATPase inh | MDM2 E3 inh | Runt-SMMHC FRET | Runt-CBFb FRET
Listed for `N#CC1=C(N)Oc2n[nH]c(-c3cccs3)c2C1c1cccnc1` (configuration not stated) : 6 | 0 | 0 | 0 | 8 | -1 | -20 | 0 | 1
Listed for `CCCCCNC(=O)C1CC(=O)OC12CCCCC2` (configuration not stated) : -9 | -2 | 2 | 18 | 6 | 3 | 2 | 0 | 1
Listed for `CCN1C(=O)/C(=C2/Sc3ccccc3N2CCCS(=O)(=O)O)SC1=S` : -3&-11 | 5&-5 | 0&-9 | 5&14 | -19&2 | 16*! | -1&-17 | 94* | 56*!
Listed for `O=C1C=C(N2CCN(C3=CC(=O)CCC3)CC2)CCC1` : 5 | -3 | 0 | -10 | -5 | -5 | 7 | 1 | 2
Listed for `COc1ccc(N2CCN(C(=O)COc3ccccc3)CC2)cc1` : -4 | 5 | -11 | 2 | -12 | 7 | -7 | 0 | -1
